Assay outcomes: PubChem, Broad Institute
Cneo AK release – causes C. neoformans cell lysis. adenylate kinase release luminescence, 4 h; normalised: neutral wells 0, clomiphene wells 100. lysis activity, % at 15 µM. 360,000 tested, 0.2% active;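 active = mean lysis activity across replicates of at least 80%, whatever share of replicates individually reach that level; inactive = mean lysis activity below 80%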
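Assay system: C. neoformans cells. Amount: yeast cell density of 5 × 10^6 cells/mL. Technique: AK luminescence. Buffer or medium: YPD. Times: static 4 h at 37 °C with compound, 1 h detection. Dosing: single-point compound dose. Read-out: lysis from increased AK signal.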
RAD54 inh – inhibitors of human RAD54 branch migration; Q92698; inhibition, % at 10.4 µM; 360,000 tested, 0.14% active; RAD54 Holliday junction branch migration, FAM/BHQ fluorescence;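 active = mean normalized replicate activity at least 40 and at least half of replicates scoring 40 or more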;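 note: 0% = median of neutral control wells and 100% = median of positive control wells; inhibitors cause a drop in the FAM fluorescence signal; in these data hits start at about 50%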
ERAP1 inh – ERAP1 (human) enzyme inhibition; Q9NZ08; recombinant ERAP1, Leu-AMC fluorescence, 60 min; inhibition, % at 10.7 µM; 340,000 tested, 0.15% active;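 active = mean replicate inhibition of at least 30%, or all replicates individually reaching that 30% level; inactive = mean below 30% and not every replicate reaching it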;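 note: 0% = neutral control wells and 100% = L-leucinethiol positive control wells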
E-selectin induc – E-selectin induction on HUVECs; P16581; HUVEC E-selectin immunofluorescence imaging; normalized: neutral wells 0, TNF-alpha wells 100; activation, % at 7.58 µM; 260,000 tested, 0.37% active;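 active = mean E-selectin-positive cell signal at least 10% of the positive control, reached in at least 60% of replicates, without over 20% cell loss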;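 note: in these data hits start at about 27%; measured in HUVEC primary endothelial cells; signal is the percent of cells scored E-selectin positive by PE staining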
Target sequence (P16581 whole entry, looked up): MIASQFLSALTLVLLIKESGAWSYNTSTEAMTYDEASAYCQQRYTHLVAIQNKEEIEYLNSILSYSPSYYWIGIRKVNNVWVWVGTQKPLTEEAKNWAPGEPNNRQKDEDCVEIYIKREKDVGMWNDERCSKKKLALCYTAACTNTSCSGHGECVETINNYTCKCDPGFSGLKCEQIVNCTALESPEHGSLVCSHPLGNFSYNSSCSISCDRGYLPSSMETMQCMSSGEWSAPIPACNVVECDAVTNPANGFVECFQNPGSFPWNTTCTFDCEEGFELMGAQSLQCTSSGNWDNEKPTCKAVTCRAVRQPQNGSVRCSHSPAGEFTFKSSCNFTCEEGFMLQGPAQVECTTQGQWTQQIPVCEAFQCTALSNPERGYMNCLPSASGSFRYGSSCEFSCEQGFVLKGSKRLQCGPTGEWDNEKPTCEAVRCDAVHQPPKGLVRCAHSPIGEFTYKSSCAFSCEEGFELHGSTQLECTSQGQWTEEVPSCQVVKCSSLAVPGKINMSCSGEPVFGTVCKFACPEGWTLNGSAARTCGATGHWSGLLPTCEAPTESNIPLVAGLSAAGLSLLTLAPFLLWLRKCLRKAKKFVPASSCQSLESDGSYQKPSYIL
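Test system: HUVEC | Signal: Immunofluorescence imaging | Read-out: Percent E-selectin-positive cells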
miR122 inh – inhibitors of miR-122 in Huh7 cells; activation (reporter increase), % at 12.5 µM; 340,000 tested, 0.3% active; Huh7 miR-122 Renilla luciferase sensor, 48 h; neutral wells = 0, positive control = 100;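 active = mean replicate activation score at least 90 and every replicate individually at or above 90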;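 note: higher luciferase means less miR-122 activity so hits act as miR-122 inhibitors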
RAD52 anneal inh – RAD52 (human) annealing inhibition; P43351; recombinant RAD52 DNA annealing, FRET fluorescence; inhibition, % at 18.7 µM; 360,000 tested, 0.46% active; AID 651710;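 active = every replicate showing at least 50% inhibition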
Target sequence (P43351 whole entry, looked up): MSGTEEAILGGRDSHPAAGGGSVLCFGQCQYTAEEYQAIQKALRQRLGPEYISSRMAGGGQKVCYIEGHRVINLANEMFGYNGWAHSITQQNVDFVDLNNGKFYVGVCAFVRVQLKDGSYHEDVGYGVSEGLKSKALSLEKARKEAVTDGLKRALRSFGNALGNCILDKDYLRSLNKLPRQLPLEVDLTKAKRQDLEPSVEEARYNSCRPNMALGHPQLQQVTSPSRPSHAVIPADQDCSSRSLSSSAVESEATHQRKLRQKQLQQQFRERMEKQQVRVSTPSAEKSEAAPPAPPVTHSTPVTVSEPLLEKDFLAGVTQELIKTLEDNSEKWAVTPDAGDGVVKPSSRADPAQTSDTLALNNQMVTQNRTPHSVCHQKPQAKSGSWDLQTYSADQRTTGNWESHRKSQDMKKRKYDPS
PglD DTNB – blocks C. jejuni PglD acetyltransferase activity; 360,000 tested, 0.098% active; inhibition, % at 12.5 µM; purified PglD enzyme, DTNB colorimetric CoA detection; in the data active = inhibition above about 16%, passing the limit was not always enough; note: strong numbers were not always called active
PGC1a acetyl inh – lowers PGC1a acetylation signal in U2OS cells; inhibition, % at 15.6 µM; 350,000 tested, 0.17% active; AID 651687; AlphaScreen anti-acetyl-lysine; with virally co-expressed GCN5 acetyltransferase;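 active = every replicate shows inhibition of at least 40%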;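 note: 0% = neutral control wells and 100% = positive control wells; some results beyond the cut were filed as inactive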
An asterisk follows results filed as active; [ ] = remark or other dose.

Screening CC(=O)Nc1cc(C(=O)CSc2nnc(C3CC3)n2C2CC2)ccc1O returned Cneo AK release 4, RAD54 inh -1, ERAP1 inh 3, E-selectin induc 1.0, miR122 inh -3, RAD52 anneal inh -17, PglD DTNB 2 and PGC1a acetyl inh -3.
CCN(CC)CCOc1ccc2nc(N(C)C)sc2c1 was read as Cneo AK release 2, RAD54 inh 8, miR122 inh -1, PglD DTNB 2 and PGC1a acetyl inh 7.
For Cc1noc(C)c1NC(=O)Nc1cccc2c1O[C@@H](CN(C)C(=O)NC(C)C)[C@@H](C)CN([C@H](C)CO)C2=O the results were Cneo AK release 0, RAD54 inh 2, ERAP1 inh -1, E-selectin induc 0.5, miR122 inh 7[16.7 µM], RAD52 anneal inh 5, PglD DTNB 1 and PGC1a acetyl inh 4.
CC(C)CN(C(=O)c1cc(Cl)nc2ccccc12)c1c(N)n(Cc2ccccc2)c(=O)[nH]c1=O was read as Cneo AK release 1, RAD54 inh 6, ERAP1 inh 4, E-selectin induc -1.6, miR122 inh -2, RAD52 anneal inh -17 and PglD DTNB 4.
Screening Clc1ccc(-c2nnc(Sc3nc4ccccc4o3)c3ccccc23)cc1 returned Cneo AK release 0, RAD54 inh 14, ERAP1 inh -2, miR122 inh -5, RAD52 anneal inh -26, PglD DTNB -3 and PGC1a acetyl inh 27.
CN(C)CCCNc1ncnc2oc(-c3ccccc3)c(-c3ccccc3)c12 was read as Cneo AK release 1, RAD54 inh 39, ERAP1 inh 0, E-selectin induc 0.1, RAD52 anneal inh 34, PglD DTNB -6 and PGC1a acetyl inh -25.
Screening COc1ccc(CCC(=O)N2CCCC(Nc3ccc(OC)cc3)C2)cc1 (configuration not stated) returned Cneo AK release -2, RAD54 inh -21, ERAP1 inh -3, E-selectin induc 0.5, miR122 inh 0, RAD52 anneal inh -19 and PGC1a acetyl inh 10.
`C=CCNC(=S)N/N=C(\C)c1cccc(OC)c1` gave Cneo AK release 2, RAD54 inh 10, miR122 inh -7, PglD DTNB -11 and PGC1a acetyl inh -2.
Screening COc1ccccc1NS(=O)(=O)c1ccc(C(=O)NCCCN2CCCC2=O)cc1 returned Cneo AK release 8, RAD54 inh 0, ERAP1 inh 0, E-selectin induc -0.1, miR122 inh -8, RAD52 anneal inh -14, PglD DTNB -3 and PGC1a acetyl inh 13.
COc1cccc(CNC(=O)C[C@@H]2CC[C@@H](NC(=O)C3CCOCC3)[C@@H](CO)O2)c1 was read as Cneo AK release -1, RAD54 inh -5, ERAP1 inh -2, E-selectin induc -0.4, RAD52 anneal inh 2, PglD DTNB 3 and PGC1a acetyl inh 3.
`CN(C)CCCN(C(=O)COc1ccc(Cl)cc1)c1nc2cc3c(cc2s1)OCO3` gave Cneo AK release 8, RAD54 inh 23, ERAP1 inh 1, miR122 inh -28, RAD52 anneal inh 43, PglD DTNB 2 and PGC1a acetyl inh 13.
COC(=O)C1CCCCN1C(=O)c1cc(COc2cccc3cccnc23)on1 (configuration not stated) was read as Cneo AK release -1, RAD54 inh -17, ERAP1 inh 3, miR122 inh -3, RAD52 anneal inh -16, PglD DTNB 4 and PGC1a acetyl inh 7.
Screening Cc1cc(C)c(S(=O)(=O)Nc2nnc(CC(C)C)s2)c(C)c1 returned Cneo AK release -1, RAD54 inh -4, ERAP1 inh 6, E-selectin induc -0.1, miR122 inh 1, RAD52 anneal inh -5, PglD DTNB 4 and PGC1a acetyl inh -6.
CCOC(=O)N1CCN(S(=O)(=O)c2ccc(OC)cc2)CC1 was read as Cneo AK release 1, RAD54 inh 11, ERAP1 inh 1, E-selectin induc 0.1, miR122 inh 5, RAD52 anneal inh 4, PglD DTNB -11 and PGC1a acetyl inh -13.
`COCC(=O)Nc1ccc2c(c1)[C@H]1C[C@H](CC(=O)OC)O[C@@H](CO)[C@H]1O2` gave Cneo AK release -6, RAD54 inh 13, E-selectin induc -0.4, miR122 inh 0[16.7 µM], PglD DTNB -2 and PGC1a acetyl inh 4.

Next section; it opens with the 3 that closed the last part.
Screening Cc1cc(C)c(S(=O)(=O)Nc2nnc(CC(C)C)s2)c(C)c1 returned Cneo AK release -1, RAD54 inh -4, ERAP1 inh 6, E-selectin induc -0.1, miR122 inh 1, RAD52 anneal inh -5, PglD DTNB 4 and PGC1a acetyl inh -6.
CCOC(=O)N1CCN(S(=O)(=O)c2ccc(OC)cc2)CC1 was read as Cneo AK release 1, RAD54 inh 11, ERAP1 inh 1, E-selectin induc 0.1, miR122 inh 5, RAD52 anneal inh 4, PglD DTNB -11 and PGC1a acetyl inh -13.
`COCC(=O)Nc1ccc2c(c1)[C@H]1C[C@H](CC(=O)OC)O[C@@H](CO)[C@H]1O2` gave Cneo AK release -6, RAD54 inh 13, E-selectin induc -0.4, miR122 inh 0[16.7 µM], PglD DTNB -2 and PGC1a acetyl inh 4.
CN(C)/C=C/C(=O)c1ccc2noc(-c3cccc(F)c3)c2c1 was read as Cneo AK release -3, RAD54 inh 9, ERAP1 inh 0, E-selectin induc 0.0, miR122 inh -7, RAD52 anneal inh -23, PglD DTNB 6 and PGC1a acetyl inh 3.
COc1ccccc1CNC(=O)CCCn1nc(C)c2c(C)n(-c3ccc(C)cc3)nc2c1=O was read as Cneo AK release 2, RAD54 inh 1, ERAP1 inh 3, RAD52 anneal inh -10 and PglD DTNB -1.
CCCN1C[C@@H](C)[C@H](OC)CN(C)C(=O)c2ccc(NC(=O)c3cccc(F)c3)cc2OC[C@@H]1C was read as Cneo AK release 115*, RAD54 inh -2, ERAP1 inh 2, E-selectin induc -0.1, RAD52 anneal inh 0, PglD DTNB 2 and PGC1a acetyl inh -15.
For Cc1cc2ccccc2c(=O)n1CC(=O)NCC1COc2ccccc2O1 (configuration not stated) the results were Cneo AK release 2, RAD54 inh -3, miR122 inh -2, PglD DTNB 2 and PGC1a acetyl inh -1.
COC(=O)C[C@H]1C[C@H]2c3cc(NC(=O)Nc4ccc(OC)cc4)ccc3O[C@H]2[C@H](CO)O1 was read as Cneo AK release -4, RAD54 inh -5, E-selectin induc -0.4, miR122 inh 7[16.7 µM], PglD DTNB 0 and PGC1a acetyl inh -6.
COc1ccc(OC)c(NC(=O)COC(=O)/C=C/c2ccc(Cl)cc2)c1 was read as Cneo AK release -1, RAD54 inh 1, E-selectin induc -1.2, miR122 inh -6 and PglD DTNB 4.
Screening CCOC(=O)c1c(S(=O)(=O)NCC(=O)Nc2ccccc2)c(C)n(C)c1C returned Cneo AK release -1, RAD54 inh 6, ERAP1 inh 2, miR122 inh 5, RAD52 anneal inh -4 and PglD DTNB -2.
Screening O=C(CN1C(=O)C(=O)N(Cc2ccco2)C1=O)c1c[nH]c2ccccc12 returned Cneo AK release 0, RAD54 inh 5, E-selectin induc 0.0, miR122 inh -2, RAD52 anneal inh -46, PglD DTNB 3 and PGC1a acetyl inh 1.
Screening Cc1occc1-c1nnc(SCC(=O)Nc2ccccc2N2CCCCC2)n1C returned Cneo AK release 0, RAD54 inh 6, ERAP1 inh 11, miR122 inh 0, RAD52 anneal inh -12, PglD DTNB 0 and PGC1a acetyl inh -9.
CCN(CC)CCNC(=O)C1(O)c2cc(Br)ccc2NC(=O)N1c1ccccc1 (configuration not stated) was read as Cneo AK release 0, RAD54 inh -9, ERAP1 inh 0, E-selectin induc -0.1, miR122 inh 4, RAD52 anneal inh -8 and PglD DTNB -3.
`C[C@@H]1CN([C@H](C)CO)C(=O)c2cc(NC(=O)Cn3cnnn3)ccc2O[C@@H]1CN(C)Cc1ccc(-c2ccccc2)cc1` gave Cneo AK release 20, RAD54 inh -19, ERAP1 inh 2, E-selectin induc 3.2, miR122 inh 2[16.7 µM], RAD52 anneal inh 10, PglD DTNB 0 and PGC1a acetyl inh 0.
Screening COc1ccccc1C(=O)NC(=O)COC(=O)Cc1ccc(F)cc1 returned Cneo AK release -1, RAD54 inh -12, ERAP1 inh -2, E-selectin induc 1.0, miR122 inh -4, RAD52 anneal inh -18, PglD DTNB 0 and PGC1a acetyl inh 3.
Screening CC(CNC(=O)CN1C(=O)COc2ccc(S(=O)(=O)N3CCCCC3)cc21)c1ccccc1 (configuration not stated) returned Cneo AK release 0, RAD54 inh 2, ERAP1 inh 0, miR122 inh 7, RAD52 anneal inh -11, PglD DTNB 3 and PGC1a acetyl inh -2.
Screening CCN1CCN(C(=O)c2ccc(Cl)c(S(=O)(=O)N3CCCCC3)c2)CC1 returned Cneo AK release 1, RAD54 inh -1, ERAP1 inh -1, E-selectin induc -0.6, miR122 inh 5, RAD52 anneal inh -19 and PglD DTNB -4.
Screening COc1ccc(CNC(=O)CC2C[C@H](C(=O)N3CCCCC3)[C@@]3(C)c4[nH]c5ccccc5c4CCN3C2=O)cc1OC (some centres not stated) returned Cneo AK release -1, RAD54 inh -5, ERAP1 inh 0, E-selectin induc 1.4, miR122 inh -7, RAD52 anneal inh -1, PglD DTNB -4 and PGC1a acetyl inh -7.

Brought forward from above: five entries, followed by the next part.
`C[C@@H]1CN([C@H](C)CO)C(=O)c2cc(NC(=O)Cn3cnnn3)ccc2O[C@@H]1CN(C)Cc1ccc(-c2ccccc2)cc1` gave Cneo AK release 20, RAD54 inh -19, ERAP1 inh 2, E-selectin induc 3.2, miR122 inh 2[16.7 µM], RAD52 anneal inh 10, PglD DTNB 0 and PGC1a acetyl inh 0.
Screening COc1ccccc1C(=O)NC(=O)COC(=O)Cc1ccc(F)cc1 returned Cneo AK release -1, RAD54 inh -12, ERAP1 inh -2, E-selectin induc 1.0, miR122 inh -4, RAD52 anneal inh -18, PglD DTNB 0 and PGC1a acetyl inh 3.
Screening CC(CNC(=O)CN1C(=O)COc2ccc(S(=O)(=O)N3CCCCC3)cc21)c1ccccc1 (configuration not stated) returned Cneo AK release 0, RAD54 inh 2, ERAP1 inh 0, miR122 inh 7, RAD52 anneal inh -11, PglD DTNB 3 and PGC1a acetyl inh -2.
Screening CCN1CCN(C(=O)c2ccc(Cl)c(S(=O)(=O)N3CCCCC3)c2)CC1 returned Cneo AK release 1, RAD54 inh -1, ERAP1 inh -1, E-selectin induc -0.6, miR122 inh 5, RAD52 anneal inh -19 and PglD DTNB -4.
Screening COc1ccc(CNC(=O)CC2C[C@H](C(=O)N3CCCCC3)[C@@]3(C)c4[nH]c5ccccc5c4CCN3C2=O)cc1OC (some centres not stated) returned Cneo AK release -1, RAD54 inh -5, ERAP1 inh 0, E-selectin induc 1.4, miR122 inh -7, RAD52 anneal inh -1, PglD DTNB -4 and PGC1a acetyl inh -7.
For O=c1c2ccccc2c(C=NCc2ccccn2)c(O)n1-c1ccccc1 the results were Cneo AK release 2, RAD54 inh -4, ERAP1 inh -2, miR122 inh -7, RAD52 anneal inh -95, PglD DTNB -1 and PGC1a acetyl inh -2.
For CCN(CC)S(=O)(=O)c1ccc(Cl)c(NC(=O)c2ccncc2)c1 the results were ERAP1 inh -2, miR122 inh 1, RAD52 anneal inh -13 and PGC1a acetyl inh 8.
Screening COc1ccc(CN(C)C[C@H]2Oc3ccc(NS(=O)(=O)c4ccccc4)cc3C(=O)N([C@@H](C)CO)C[C@H]2C)cc1 returned Cneo AK release 2, RAD54 inh 7, ERAP1 inh 2, E-selectin induc -1.3, miR122 inh 7[16.7 µM], RAD52 anneal inh 5, PglD DTNB -9 and PGC1a acetyl inh 1.
`COc1cc(OC)cc(N2C(=O)CC(N3CCC(C(=O)N4CCCCC4)CC3)C2=O)c1` (configuration not stated) gave Cneo AK release 0, RAD54 inh -6, ERAP1 inh 0, E-selectin induc -0.2, miR122 inh 0, RAD52 anneal inh -4, PglD DTNB 4 and PGC1a acetyl inh 0.
`COc1ccc(-c2nc(=S)c3c([nH]2)Oc2ccc(C)cc2C3)cc1O` gave ERAP1 inh 1, E-selectin induc -0.3, miR122 inh -1, RAD52 anneal inh -10 and PGC1a acetyl inh 4.
For COc1ccc(Cl)cc1NC(=O)CSc1sc2c(O)cc(=O)[nH]c2c1C#N the results were Cneo AK release -1, RAD54 inh -5, ERAP1 inh -1, E-selectin induc 0.3, RAD52 anneal inh -46 and PglD DTNB -2.
